SENP6 inh: SENP6 protease inhibitors, primary screen, biochemical, luminescence, uHTS | inhibition, % at 10 µM | Recombinant SENP6 catalytic domain, aminoluciferin luminescence | Sentrin-specific protease 6 (Homo sapiens), Q9GZR1 | 330,000 compounds, 1.8% hits;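 active = inhibition above about 50% at the single tested dose, limit read from the data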;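 note: plate controls were DMSO wells with enzyme for no effect and DMSO wells lacking enzyme for full effect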
NLRP3 yeast inh: NALP3 inflammasome inhibitors in reconstituted yeast, primary screen, luminescence, uHTS; Yeast reconstituted NLRP3/ASC/caspase-1, beta-gal luminescence, 24 h; inhibition, % at 10 µM; AID 2825, 2010; 330,000 compounds, 0.39% hits;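 active = inhibition of 50% or more; inactive = inhibition below 50%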;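 note: plate controls were induced DMSO wells for no effect and uninduced yeast grown without galactose for full effect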
PfGluPho inh: PfG6PD enzyme inhibitors, primary screen, biochemical, fluorescence intensity, uHTS | PfGluPho enzyme, NADPH resazurin-diaphorase fluorescence | AID 504690, 2011 | inhibition, % at 20 µM | 350,000 compounds, 0.78% hits;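 active = inhibition reaching at least a set limit at 20 µM in the primary screen, cut at about 59% in these data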;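 note: 0% = DMSO wells with substrate and 100% = DMSO wells lacking glucose-6-phosphate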
SENP8 block-1: SENP8 protease inhibitors, primary screen, biochemical, luminescence; purified SENP8, Z-RLRGG-aminoluciferin cleavage; inhibition, % at 10 µM; 330,000 compounds, 1.2% hits; AID 2540, 2010; in the data active = inhibition above about 50%
SENP1 inh: human SENP1 catalytic domain inhibitors, primary screen, biochemical, FRET, uHTS. Sentrin-specific protease 1 (Homo sapiens), Q9P0U3. recombinant SENP1 catalytic domain, CyPet-SUMO1-YPet FRET cleavage. inhibition, % at 10 µM. 360,000 compounds, 0.21% hits. AID 624204, 2012;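 active = inhibition at least 30% at 10 µM, raw YFP signal under a set limit, fluorescence ratio 0.5 to 1.5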;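 note: 0% = enzyme with DMSO and 100% = no enzyme wells; some results filed as inactive read as strong as hits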
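Assay system: hSENP1 catalytic domain, recombinant. Amount: SENP1 enzyme, 20 pM final. Schedule: 50 min reaction, RT, dark. Technique: FRET, CFP and YFP emission. Control set: no-enzyme wells low, DMSO-plus-enzyme wells high control.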
HKDC1 inhibitor: HKDC1 hexokinase inhibitors, primary screen, biochemical, fluorescence, uHTS. Q2TB90. recombinant HKDC1, G6PDH/diaphorase resazurin coupled fluorescence. 340,000 compounds, 0.16% hits. inhibition, % at 20 µM;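 active = inhibition above about 35% when tested at 20 µM, limit read from the data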;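 note: plate controls were DMSO wells with enzyme for no effect and DMSO wells lacking enzyme for full effect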
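test system = in-house recombinant HK5 (HKDC1) enzyme | amount = HKDC1 at 5 µg/mL | control set = DMSO-enzyme wells negative, buffer-substituted wells positive | compound = one dose of 20 µM, 1% DMSO | schedule = reaction time 90 min, room temperature, protected from light | technique = resorufin fluorescence at 613 nm | reagent = glucose with 1 mM ATP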
SENP8 block-2: human SENP8 protease inhibitors, primary screen, biochemical, fluorescence, Nedd8 protein substrate, uHTS | AID 602440, 2012 | Sentrin-specific protease 8 (Homo sapiens), Q96LD8 | 360,000 compounds, 0.64% hits | recombinant SENP8 | inhibition, % at 20 µM; in the data active = inhibition mostly above about 40%, no sharp cut-off; inactive = mostly below about 27%
SENP7 inh: SENP7 protease inhibitors, primary screen, biochemical, luminescence, uHTS; Sentrin-specific protease 7 (Homo sapiens), Q9BQF6; recombinant SENP7, Z-RLRGG-aminoluciferin luminescence, 40 min; inhibition, % at 5 µM; 330,000 compounds, 1.5% hits; AID 434973, 2010;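 active = inhibition above about 50% at the single test dose, limit read from the data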;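 note: plate controls were DMSO with enzyme for no effect and no enzyme buffer wells for full effect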
Apaf-1 inh: inhibitors of human Apaf-1 apoptosome, primary screen, biochemical, DEVD-Rh110 fluorescence, uHTS | 330,000 compounds, 0.71% hits | Apoptotic protease-activating factor 1 (Homo sapiens), O14727 | inhibition, % at 20 µM | reconstituted apoptosome caspase-3 activity; active = inhibition of at least 40% at 20 µM;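 note: plate controls were DMSO wells for no effect and DEVD-CHO caspase inhibitor wells for full effect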
Target sequence (O14727 whole entry, looked up): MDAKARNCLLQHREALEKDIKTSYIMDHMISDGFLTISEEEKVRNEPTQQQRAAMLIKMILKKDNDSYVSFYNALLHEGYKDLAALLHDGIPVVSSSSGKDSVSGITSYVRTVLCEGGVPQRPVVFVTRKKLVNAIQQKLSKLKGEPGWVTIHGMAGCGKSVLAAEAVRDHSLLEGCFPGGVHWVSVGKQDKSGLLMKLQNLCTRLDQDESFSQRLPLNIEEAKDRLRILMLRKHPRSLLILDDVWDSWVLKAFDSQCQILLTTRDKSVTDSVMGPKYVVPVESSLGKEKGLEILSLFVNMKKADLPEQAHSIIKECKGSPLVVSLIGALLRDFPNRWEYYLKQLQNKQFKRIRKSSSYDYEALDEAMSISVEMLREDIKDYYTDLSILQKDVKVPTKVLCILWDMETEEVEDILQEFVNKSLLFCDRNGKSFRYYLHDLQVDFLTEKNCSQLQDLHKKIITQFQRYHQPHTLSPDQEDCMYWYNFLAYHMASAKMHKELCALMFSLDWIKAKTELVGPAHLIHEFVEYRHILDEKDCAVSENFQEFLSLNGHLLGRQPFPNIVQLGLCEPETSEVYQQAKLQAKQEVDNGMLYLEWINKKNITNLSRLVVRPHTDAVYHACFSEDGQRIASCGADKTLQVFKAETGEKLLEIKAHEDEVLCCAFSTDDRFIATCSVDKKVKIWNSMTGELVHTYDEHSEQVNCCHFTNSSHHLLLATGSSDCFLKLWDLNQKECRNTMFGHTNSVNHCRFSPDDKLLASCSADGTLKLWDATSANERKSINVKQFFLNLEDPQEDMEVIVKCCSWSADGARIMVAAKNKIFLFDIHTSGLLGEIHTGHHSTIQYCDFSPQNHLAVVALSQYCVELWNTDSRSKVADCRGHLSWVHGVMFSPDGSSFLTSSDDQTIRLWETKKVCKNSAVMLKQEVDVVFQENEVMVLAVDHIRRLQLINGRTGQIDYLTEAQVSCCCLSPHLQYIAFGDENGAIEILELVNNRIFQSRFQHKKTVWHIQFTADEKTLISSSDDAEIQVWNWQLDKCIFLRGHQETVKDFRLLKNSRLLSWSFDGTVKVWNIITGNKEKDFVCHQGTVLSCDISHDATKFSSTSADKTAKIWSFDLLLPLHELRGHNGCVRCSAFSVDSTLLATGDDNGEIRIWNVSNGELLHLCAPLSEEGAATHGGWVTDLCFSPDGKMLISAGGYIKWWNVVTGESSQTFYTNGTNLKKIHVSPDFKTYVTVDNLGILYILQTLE
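Assay system: Apoptosome proteins | Medium: pH 7.5 Hepes buffer with CHAPS, BSA, DTT | Also added: Cytochrome c and DEVD-Rh110 substrate | Times: 30 min plus 50 min, RT | Detection: Rhodamine 110 fluorescence at Ex 480/Em 540 nm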
* marks the source's active call; other numbers are inactive results; / = not tested or not shown. Compounds were not picked by outcome, and some 4.1% of all compounds hit somewhere here.

SMILES	SENP6 inh	NLRP3 yeast inh	PfGluPho inh	SENP8 block-1	SENP1 inh	HKDC1 inhibitor	SENP8 block-2	SENP7 inh	Apaf-1 inh
CCOc1ccccc1-n1cnc2cc(C(=O)NCc3ccco3)ccc21	-4	11	16	12	0	-2	-4	-3	-5
COC(=O)[C@H](C)NC(=O)NCc1ccccc1	-6	9	-7	2	1	-3	13	-1	-8
CC1Cc2ccccc2N1C(=O)CN1C(=O)NC(C)(c2ccc3c(c2)OCCO3)C1=O (stereo not given)	-6	4	-5	5	0	-2	8	5	4
O=C(NCC(c1ccco1)N1CCc2ccccc2C1)C(=O)Nc1ccccc1F (stereo not given)	7	19	12	-1	-3	-2	-4	-6	18
O=C(Cn1nnc2ccccc21)OCc1ccccc1	9	12	19	-1	1	-6	2	5	-14
COc1ccc(Cc2nc3ccc(C(=O)N(C)Cc4cc(C)[nH]n4)cc3o2)cc1OC	-20	18	-10	-1	2	3	-2	7	-4
CC(C)(C)c1nc(N2CCN(C(=O)c3ccco3)CC2)c2nnn(Cc3ccccc3)c2n1	-7	22	22	4	-2	5	5	8	33
Cc1ccc(S(=O)(=O)N2CCCCC2)cc1NC(=O)COC(=O)Cc1c(F)cccc1Cl	-5	-1	0	-4	0	-3	-10	5	8
NC(=O)c1nsc(C(=O)N(Cc2ccccc2Cl)C(C(=O)NCC2CCCO2)c2ccc(O)cc2)c1N (stereo not given)	2	10	-2	4	-17	3	-325	-1	-6
OCC1(Cc2ccccc2)CCN(Cc2cc3ccccc3o2)CC1	-1	33	-1	4	2	-8	4	5	14
Cc1cccc(-n2c(C)cc(/C=N/NC(=O)c3ccc(CN4CCOCC4)cc3)c2C)c1	1	-13	-6	7	-2	-3	-82	2	-8
COC(=O)c1c(NC(NC(=O)c2ccccc2)(C(F)(F)F)C(F)(F)F)sc2c1CCN(C)C2	-2	8	9	6	-89	12	-89	7	0
CN(c1ccc(C(=O)NCc2cccnc2)cc1)S(C)(=O)=O	1	2	-18	8	1	-3	12	0	-8
O=C(CCc1ccccn1)N1CCCC(Nc2ccc(F)cc2)C1 (stereo not given)	-4	7	21	-3	2	4	16	-17	6
COc1c(C)cccc1C(=O)Nc1ccc(OCC(=O)N2CCOCC2)cc1C	-5	-4	7	3	1	-7	4	4	-3
COc1ccc(C(=O)Nc2cc(C)nn2-c2ccc(C)cc2)cc1	-11	29	10	-3	0	-2	-1	0	4
Cc1ccc(CNC(=O)c2ccc([N+](=O)[O-])o2)cc1	18	7	15	9	1	5	31	5	-6
O=C(NC1CCOc2ccccc21)c1ccccn1 (stereo not given)	-17	17	-9	5	-5	-6	23	10	4
COCCNC(=O)C1CCN(Cc2cccc(OCc3ccccc3)c2)CC1	6	7	-4	-2	2	-8	14	3	0
CC(C)c1ccc(NC(=S)N2CCCC2)cc1	-7	20	4	-3	2	3	6	-7	-3
CCOC(=O)Cc1csc(NC(=O)C(C)Oc2ccc3c(C)cc(=O)oc3c2)n1 (stereo not given)	2	18	-14	7	2	-1	-102	1	-8
CCOc1ccccc1Nc1nc(-c2sc(C)nc2C)cs1	6	-6	5	-14	0	4	-4	-11	25
C=CCNc1nc(-c2cc3ccccc3o2)cs1	/	/	18	/	-10	-6	1	/	/
COc1cccc(Oc2ccc3nnc(C(F)(F)F)n3n2)c1	-10	32	-4	-2	2	1	1	-4	2
Cc1c(C(=O)NCCSCc2cccc(C(F)(F)F)c2)cnn1-c1ccc(F)cc1	3	27	19	-5	-3	-1	5	1	17
Cc1cccc(N(C(=O)Nc2ccccc2)C2=NCC(C)S2)c1 (stereo not given)	1	16	-9	-11	1	6	7	-3	-2
CN(C)c1nc(Oc2ccc(=O)[nH]n2)nc(N2CCCCC2)n1	3	-3	-2	-10	2	-1	30	-2	-2
O=c1cc(CN2CCc3ccccc32)nc2sccn12	8	5	5	12	-12	31	-86	0	-1
Cc1sc(NC(=O)COc2ccccc2)c(C#N)c1-c1ccccc1	-4	-9	-14	-7	2	-1	10	2	2
C/C(=N\Nc1ccc(F)cc1F)c1ccccc1O	-28	-1	22	5	3	3	4	-1	22
COc1ccccc1CC(=O)NNC(=O)c1ccc(C(C)(C)C)cc1	10	6	6	-1	3	-9	-10	2	3
COc1ccc(-c2csc(N3CCC(C(N)=O)(N4CCCCC4)CC3)n2)cc1	-8	19	20	-3	10	-11	3	8	6
CCOc1cc([N+](=O)[O-])c2nc(N)sc2c1	-2	20	-3	-5	5	-3	27	1	-1
O=C(c1ccccc1Oc1ccccc1)N1CCN(c2ccc(F)cc2)CC1	-14	5	-7	-5	2	3	35	5	14
Cc1ccc(OC(=O)C2CCN(C(=O)c3ccccc3C)CC2)c(Br)c1	-12	9	-6	-11	2	-4	8	-5	26
CCOc1ccccc1C(=O)NCCCCCC(=O)O	5	11	-13	-2	-1	-4	16	-1	-5

Some entries already given, limited to SENP6 inh and SENP7 inh:
Molecule,SENP6 inh,SENP7 inh
COc1ccc(C(=O)Nc2cc(C)nn2-c2ccc(C)cc2)cc1,-11,0
Cc1ccc(CNC(=O)c2ccc([N+](=O)[O-])o2)cc1,18,5

(continued)
SMILES	SENP6 inh	NLRP3 yeast inh	PfGluPho inh	SENP8 block-1	SENP1 inh	HKDC1 inhibitor	SENP8 block-2	SENP7 inh	Apaf-1 inh
CCOC(=O)C1C(CC)NC(=S)NC1(C)O (stereo not given)	10	2	-6	4	1	-4	8	-1	-12
O=C(Cn1ncc2c3ccccc3n(Cc3ccccc3)c2c1=O)NCCCN1CCCC1	-7	14	-6	4	-10	0	-38	-9	19
Cc1ccc(-c2ccc(/C=N\NC(=O)C3C(=O)NCC3c3ccccc3)o2)cc1Cl (stereo not given)	-2	10	2	-3	-7	-1	-417	0	43*
Cc1ccccc1NC(=S)N/N=C/c1ccc(O)cc1O	6	9	-23	7	-82	-42	-47	2	-43
CCOC(=O)N1CCN(S(=O)(=O)c2ccc(C(=O)Nc3sc4c(c3C#N)CCC4)cc2)CC1	-15	4	-5	-7	5	-5	18	10	-5
CCOC(=O)c1cn(C2CC2)c2c(F)c(F)c(F)cc2c1=O	-16	17	-14	-7	2	-5	12	-6	-3
CCn1c(SCC(=O)NC2CC2)nnc1-c1csc(C)c1	-14	10	0	-6	0	-5	5	-2	0
COc1ccc(C(=O)NNC(=O)COc2ccc(Cl)cc2C)cc1S(=O)(=O)N1CCOCC1	-10	3	-22	8	1	-5	-38	1	4
C/C(=N\NC(=O)c1nnn(-c2nonc2N)c1-c1ccc2c(c1)OCO2)c1ccc(C)cc1	-1	9	5	-10	0	0	-114	-5	8
O=C(COc1cccc2cccnc12)N/N=C/c1cccn1-c1ccc(F)cc1	-4	21	14	-5	0	-1	34	5	21
O=C(NNc1ccccc1)C(=O)NNc1ccccc1	/	/	-1	/	1	-5	11	/	/
O=C1C(=O)c2ccccc2C(O)=C1c1ccccc1F	-17	1	-8	0	2	1	12	4	4
CCn1nc(C(=O)Nc2cccc(S(=O)(=O)N3CCCC3)c2)c2ccccc2c1=O	-8	1	13	1	2	-2	7	5	-6
CCOC(=O)C(=NC1CCS(=O)(=O)C1)NNc1ccc(Br)cc1 (stereo not given)	-4	20	-16	-2	-10	20	7	7	3
CCCC(C)NC(=O)C1CCN(C(=O)C2CC(=O)N(c3ccc(C)cc3)C2)CC1 (stereo not given)	9	13	-10	6	0	-7	-1	-4	-1
COc1ccc(NC(=O)NCc2ccc(Cl)cc2)cc1	-10	12	10	1	3	-4	-8	-5	-9
CN(CC(=O)Nc1ccccc1C(F)(F)F)C(=O)c1ccc(N2C(=O)CCC2=O)cc1	-9	0	-4	-3	-2	-1	13	6	0
COCCn1c(C)cc(C(=O)COC(=O)/C=C/c2c(C)nn(C3CCS(=O)(=O)C3)c2Cl)c1C (stereo not given)	1	-5	17	-3	1	0	15	5	10
CN(C)CCNC(=O)c1ccccc1-c1ccccc1	-4	3	-10	2	3	3	18	1	1
COc1ccc(S(=O)(=O)NC(C)C(=O)NCC2CCCO2)cc1OC (stereo not given)	-2	7	-19	0	0	5	7	-2	4
COc1ccc(NS(=O)(=O)c2cccc(C(=O)NNC(=O)c3cncc(Br)c3)c2)cc1	-3	-1	-26	0	-2	3	13	0	7
Cc1c(C(Nc2ccccn2)c2ccc(Cl)cc2)c(=O)n(-c2ccccc2)n1C (stereo not given)	-11	4	-2	-10	-1	1	15	-14	15
Cc1ccc(Nc2nnc(C3C(=O)N(C)C4(C)CC3c3cc(Br)ccc3O4)s2)cc1 (stereo not given)	-12	-13	16	-17	3	-6	-1	-6	19
COc1ccc(C2/C(=C(\O)c3cc(C)ccc3C)C(=O)C(=O)N2CCN(C)C)cc1OC (stereo not given)	-11	2	-9	5	-1	4	11	8	-1

4 entries out of the list above, ordered by the value under NLRP3 yeast inh, lowest first:
Compound,NLRP3 yeast inh
Cc1ccc(Nc2nnc(C3C(=O)N(C)C4(C)CC3c3cc(Br)ccc3O4)s2)cc1 (stereo not given),-13
CCOC(=O)N1CCN(S(=O)(=O)c2ccc(C(=O)Nc3sc4c(c3C#N)CCC4)cc2)CC1,4
CCOC(=O)c1cn(C2CC2)c2c(F)c(F)c(F)cc2c1=O,17
Cc1c(C(=O)NCCSCc2cccc(C(F)(F)F)c2)cnn1-c1ccc(F)cc1,27

Additional records follow.
SMILES	SENP6 inh	NLRP3 yeast inh	PfGluPho inh	SENP8 block-1	SENP1 inh	HKDC1 inhibitor	SENP8 block-2	SENP7 inh	Apaf-1 inh
CCOC(=O)CC(NC(=O)Cc1ccccc1)c1ccccc1Cl (stereo not given)	1	1	9	-9	-1	7	12	-6	-11
CSCCC(C(=O)O)N1C(=O)c2ccc(C(=O)O)cc2C1=O (stereo not given)	-11	6	-4	6	1	2	12	1	-12
COc1cccc(CNC(=O)CSc2nnc3c(n2)[nH]c2ccc(F)cc23)c1	-11	14	41	2	2	2	-1	-2	0
CSc1cccc(CN2CCN(Cc3ccccc3)C(CCO)C2)c1 (stereo not given)	17	27	-4	1	2	-7	17	5	4
CC(CC(=O)NCCc1ccc(Cl)cc1)S(=O)(=O)c1ccc2c(c1)NC(=O)CO2 (stereo not given)	1	7	13	-5	1	-4	10	1	-2
COc1ccc(/C=C2/C(=O)OCc3cc(OC)c(OC)cc32)c(OC)c1	-4	13	-8	-8	1	6	21	-5	6

Assay outcomes as filed in PubChem BioAssay.
